USP1 inh = Inhibitors of USP1/UAF1: Primary Screen; Ubiquitin carboxyl-terminal hydrolase 1 (Homo sapiens), O94782; recombinant USP1/UAF1, Ub-Rhodamine cleavage fluorescence; Potency, µM (top dose mostly 57.1 µM), without a hit: at the highest dose activity change, negative = inhibition, most hits filed as inhibitors; hit rate 0.23% among 390,000; note: potency is the fitted concentration of half-maximal effect; % is set by controls: 0 for no effect and ±100 for the full control effect; nearly all actives have a fitted effect of over 60% in size; inactives centre near -12
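USP1/UAF1 complex at 1 nM was preincubated with compound for 15 min at room temperature, then Ub-Rho substrate (150nM final) was added. Fluorescence (480/540 nm) was read kinetically, 6 reads every 60 seconds.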
TrxR1 substrate = qHTS Assay for Substrates of Mammalian Selenoprotein Thioredoxin Reductase 1 (TrxR1): qHTS; hit rate 0.01% among 390,000; Thioredoxin reductase 1, cytoplasmic (Rattus norvegicus), O89049; Potency, µM (series often up to 114 µM), without a hit: at the top dose activity change, negative = substrate turnover; purified TrxR1 substrate turnover, NADPH consumption readout; note: potency is the fitted concentration of half-maximal effect; % is set by controls: 0 for no effect and ±100 for the full control effect; nearly all actives have a fitted effect of over 50% in size
Target sequence (O89049 whole entry, looked up): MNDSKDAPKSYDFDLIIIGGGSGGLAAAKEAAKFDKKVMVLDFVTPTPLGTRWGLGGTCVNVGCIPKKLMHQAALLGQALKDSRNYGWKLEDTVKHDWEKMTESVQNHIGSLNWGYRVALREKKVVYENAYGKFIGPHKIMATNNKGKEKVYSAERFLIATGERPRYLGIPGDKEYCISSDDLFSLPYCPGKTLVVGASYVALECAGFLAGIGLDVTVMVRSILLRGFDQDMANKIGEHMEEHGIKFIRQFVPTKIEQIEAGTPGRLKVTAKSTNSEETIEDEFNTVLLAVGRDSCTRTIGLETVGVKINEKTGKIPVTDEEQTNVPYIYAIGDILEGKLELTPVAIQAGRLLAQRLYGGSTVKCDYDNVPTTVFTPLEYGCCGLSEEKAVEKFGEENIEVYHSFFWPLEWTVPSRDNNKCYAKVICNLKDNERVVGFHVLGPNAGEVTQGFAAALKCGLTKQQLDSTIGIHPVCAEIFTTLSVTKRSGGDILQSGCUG
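Rat TrxR1, dispensed at 90 nM, was prereduced with 400 uM NADPH (final) for 5 min at ~22 deg C, then incubated with compound 15 min before 400 uM selenite. A first-read NADPH fluorescence drop versus no-compound background flagged substrates.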
TRHR ag = qHTS for Small Molecule Agonists and Allosteric Enhancers of Human TRH Receptor: Primary Screen for Agonists | TRHR cells, calcium flux fluo-8, FDSS agonist mode | Thyrotropin-releasing hormone receptor (Homo sapiens), P34981 | activation, % at 2 µM | AID 493084, 2011 | hit rate 0.18% among 360,000; in the data active = activation above about 30%; note: 0% is about no effect
Target sequence (P34981 whole entry, looked up): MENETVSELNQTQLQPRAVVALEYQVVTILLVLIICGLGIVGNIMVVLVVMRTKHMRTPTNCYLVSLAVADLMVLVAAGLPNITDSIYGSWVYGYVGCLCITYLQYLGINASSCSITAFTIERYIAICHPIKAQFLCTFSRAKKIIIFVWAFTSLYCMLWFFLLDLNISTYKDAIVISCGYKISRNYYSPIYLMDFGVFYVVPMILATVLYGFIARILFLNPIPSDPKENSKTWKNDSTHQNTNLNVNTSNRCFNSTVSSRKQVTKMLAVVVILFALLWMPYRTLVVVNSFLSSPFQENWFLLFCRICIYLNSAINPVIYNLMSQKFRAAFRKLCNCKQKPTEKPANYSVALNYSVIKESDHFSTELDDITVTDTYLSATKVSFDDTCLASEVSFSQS
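Fluo-8-loaded TRHR cells; 10 s baseline, compound added, kinetic Ca2+ fluorescence read 1/s, agonist mode.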
TRHR enhancer = qHTS for Small Molecule Agonists and Allosteric Enhancers of Human TRH Receptor: Primary Screen for Enhancers | Thyrotropin-releasing hormone receptor (Homo sapiens), P34981 | TRHR cells, fluo-8 calcium fluorescence, EC20 TRH enhancement | enhancement, % at 2 µM | hit rate 0.66% among 360,000 | AID 493056, 2011; in the data active = enhancement above about 30%; note: 0% is about no effect
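Enhancer read-out: after compound pinning and an initial kinetic agonist-mode read, an EC20 of TRH (10 nM final) was injected and fluo-8 calcium signal (Ex 480/Em 530) followed at 1 s/cycle for 100 cycles in TRHR-expressing cells.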
D2 antagonist = HTS Assay for Allosteric Antagonists of the Human D2 Dopamine Receptor: Primary Screen for Antagonists. D(2) dopamine receptor (Homo sapiens), P14416. HEK293 TREx D2 cells, calcium flux, dopamine EC80. inhibition, % at 10 µM. hit rate 2% among 340,000. AID 485344, 2010; in the data active = inhibition above about 30%; note: 0% is about no effect
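HEK293 T-REx D2 cells, tet-induced, calcium dye no-wash. Cpd pintool add, 180 s kinetic, then EC80 DA, 180 s kinetic. Ca flux read.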
Pin1 inhibitor = qHTS Assay to Find Inhibitors of Pin1; Potency, µM (series often up to 115 µM), without a hit: at the top dose activity, negative = inhibition, hits mostly inhibitors; hit rate 0.009% among 390,000; Pin1 FP peptide displacement, HiFluor488, 10 min; active = well fitted inhibition curve with a large enough effect in the polarisation, with a control signal flat, not every such curve was filed as active; inconclusive = small, poorly fitted or top-dose-only effect, or effect the other way, or a change in a side signal; inactive = no such curve, though single readings can be large or run the other way; the % refers to the polarisation; note: potency is the fitted concentration of half-maximal effect; % is set by controls: 0 for no effect and ±100 for the full control effect
Target sequence (Q13526 whole entry, looked up): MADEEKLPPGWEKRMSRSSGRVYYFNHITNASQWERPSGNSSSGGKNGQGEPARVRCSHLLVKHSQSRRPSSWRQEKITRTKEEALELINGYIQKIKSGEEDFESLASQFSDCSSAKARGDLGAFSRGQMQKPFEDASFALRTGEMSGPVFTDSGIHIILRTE
TrxR1 inh = qHTS Assay for Inhibitors of Mammalian Selenoprotein Thioredoxin Reductase 1 (TrxR1): qHTS | Potency, µM (titrated, usually from 114 µM), for inactives: at the top dose activity change, negative = inhibition, hits mostly inhibitors | hit rate 1% among 390,000 | Thioredoxin reductase 1, cytoplasmic (Rattus norvegicus), O89049 | recombinant rTrxR1, NADPH fluorescence consumption, selenite substrate; note: potency is the fitted concentration of half-maximal effect; % is set by controls: 0 for no effect and ±100 for the full control effect; nearly all actives have a fitted effect of over 65% in size
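Rat TrxR1 (90 nM in the dispensed reagent) was pre-reduced with 400 uM NADPH for 5 min at room temperature, then incubated with compound for 15 min. After 400 uM selenite was added, NADPH fluorescence (Ex 340/Em 450 nm) was followed for 8 min.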
D2 ag = HTS Assay for Allosteric Agonists of the Human D2 Dopamine Receptor: Primary Screen for Agonists | HEK293 T-REx D2 cells, calcium flux agonist mode | D(2) dopamine receptor (Homo sapiens), P14416 | hit rate 0.53% among 340,000 | AID 485358, 2010 | activation, % at 2 µM;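 active = activation over 3 SD above normal in the single-dose calcium agonist read, cut at about 30% in these data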; note: 0% is about no effect
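Agonism is scored from calcium flux in a force-coupled, inducible HEK293 cell line expressing D2, read kinetically for 180 s after compound addition against dopamine controls.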
mIDH1 inhibitor = qHTS for Inhibitors of mutant isocitrate dehydrogenase 1 (IDH1): qHTS. Isocitrate dehydrogenase [NADP] cytoplasmic (Homo sapiens), O75874. IDH1-R132H enzyme, NADPH consumption, diaphorase/resazurin fluorescence. Potency, µM (doses to about 76.6 µM), for inactives: at the highest dose activity change, negative = inhibition, hits mostly inhibitors. hit rate 0.093% among 390,000; note: potency is the fitted concentration of half-maximal effect; % is set by controls: 0 for no effect and ±100 for the full control effect; nearly all actives have a fitted effect of over 65% in size
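IDH1-R132H (0.5 ug/mL dispensed) in pH 7.5 Tris buffer was preincubated 30 min with compound, then given a substrate mix of 0.016 mM NADPH and 2 mM alpha-KG for 80 min at room temperature; remaining NADPH was read by diaphorase/resazurin fluorescence.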
* marks the source's active call; other numbers are inactive results; ? = inconclusive; / = not tested or not shown; [ ] = another dose, or the depositor's remark. Unless noted, calls come from the whole dose curve; as a rule, active = well fitted inhibition curve with a large enough effect; inconclusive = small, poorly fitted or top-dose-only effect; inactive = no such curve, though single readings can be large or run the other way.

SMILES	USP1 inh	TrxR1 substrate	TRHR ag	TRHR enhancer	D2 antagonist	Pin1 inhibitor	TrxR1 inh	D2 ag	mIDH1 inhibitor
O=C(CCNC(=O)OCC1c2ccccc2-c2ccccc21)NOCc1ccccc1	?	3%	/	/	/	2%	-4%	/	-8%
Cc1ccc(-c2nc(S(=O)(=O)c3ccc(C)cc3)c(N(C)C)o2)cc1	-18%	7%	0.0	-4	15	5%	25µM*	-0.1	3%
Cc1ccc(C)c(S(=O)(=O)N2CCN(CC(=O)Nc3sccc3C#N)CC2)c1	-22%	-9%	-0.2	5	/	39%[activator]	-3%	/	11%
CCCC/C(C)=N/NC(=O)NC1CCCCC1	-14%	7%[57.1 µM]	0.4	-8	4	0%	10%[57.1 µM]	-0.2	-1%
Cc1ccccc1-c1nnc(NC(=O)CSc2nc3ccccc3s2)s1	-7%	1%[57.1 µM]	0.4	-4	4	30%	2%[57.1 µM]	-0.9	-9%
Cc1nnc(SCCCn2c(N3CCN(c4ccccc4)CC3)nc3c2c(=O)[nH]c(=O)n3C)s1	-1%	-14%	-1.3	3	15	9%	14%[57.1 µM]	-0.6	0%
CCc1sc(Nc2cccc(Cl)c2C)nc1-c1cc2cccc(OC)c2oc1=O	-19%	-1%[57.1 µM]	0.4	2	/	14%	16%[57.1 µM]	-0.2	-9%
CCCOc1cccc(C(=O)Nc2ccc3c(c2)OCCO3)c1	-16%	-5%	-2.3	-5	-2	1%	20%	0.6	-7%
Cc1ccc(Sc2cc(C(=O)NCCN(C)C)c3ccccc3n2)cc1	-17%	1%	1.4	5	-11	-4%	-1%	1.4	13%
Cc1nnc(N2CCC(C(=O)NCCc3ccccc3)CC2)c2nn(-c3ccc(Cl)cc3)c(C)c12	-13%	14%	-0.7	5	/	-2%	8%	1.2	9%
Cc1ccc(-c2nnn(CCC(=O)Nc3ccc4c(c3)OCO4)n2)cc1	?	-7%	-0.4	2	-7	1%	10%	1.0	-1%
Cc1n[nH]c(=O)n1-c1ccc(OC(F)(F)F)cc1	-16%	-1%[57.1 µM]	-0.2	-4	5	0%	1%[57.1 µM]	0.6	-7%
Cc1ccccc1N(CC(=O)N/N=C/c1ccc(F)cc1)C(=O)c1ccccc1	-10%	2%[57.1 µM]	-0.2	20	15	8%	10%[57.1 µM]	-0.2	-12%
Cc1ccc(NC(=O)CN2C(=O)CSc3ccc(S(=O)(=O)N4CCCCC4)cc32)cc1	-28%	0%	0.3	-7	-21	34%[activator]	32%	0.3	-6%
CCOc1ccc(NC(=O)CSc2nc3nc4c(cc3c(=O)n2CC)COC(C)(C)C4)cc1	-23%	2%	-0.4	7	0	2%	14%	-1.0	0%

Part of the list above, as labelled records.
Cc1ccc(Sc2cc(C(=O)NCCN(C)C)c3ccccc3n2)cc1
  USP1 inh = -17%
  TrxR1 substrate = 1%
  TRHR ag = 1.4
  TRHR enhancer = 5
  D2 antagonist = -11
  Pin1 inhibitor = -4%
  TrxR1 inh = -1%
  D2 ag = 1.4
  mIDH1 inhibitor = 13%

Cc1nnc(N2CCC(C(=O)NCCc3ccccc3)CC2)c2nn(-c3ccc(Cl)cc3)c(C)c12
  USP1 inh = -13%
  TrxR1 substrate = 14%
  TRHR ag = -0.7
  TRHR enhancer = 5
  D2 antagonist = /
  Pin1 inhibitor = -2%
  TrxR1 inh = 8%
  D2 ag = 1.2
  mIDH1 inhibitor = 9%

Cc1ccc(-c2nnn(CCC(=O)Nc3ccc4c(c3)OCO4)n2)cc1
  USP1 inh = ?
  TrxR1 substrate = -7%
  TRHR ag = -0.4
  TRHR enhancer = 2
  D2 antagonist = -7
  Pin1 inhibitor = 1%
  TrxR1 inh = 10%
  D2 ag = 1.0
  mIDH1 inhibitor = -1%

Cc1n[nH]c(=O)n1-c1ccc(OC(F)(F)F)cc1
  USP1 inh = -16%
  TrxR1 substrate = -1%[57.1 µM]
  TRHR ag = -0.2
  TRHR enhancer = -4
  D2 antagonist = 5
  Pin1 inhibitor = 0%
  TrxR1 inh = 1%[57.1 µM]
  D2 ag = 0.6
  mIDH1 inhibitor = -7%

More records
SMILES	USP1 inh	TrxR1 substrate	TRHR ag	TRHR enhancer	D2 antagonist	Pin1 inhibitor	TrxR1 inh	D2 ag	mIDH1 inhibitor
COCCN1C(=O)C(=O)/C(=C(/O)c2ccc(S(=O)(=O)N3CCCCC3)cc2)C1c1ccc(O)c(OC)c1 (stereo not given)	-22%	-10%	0.0	0	1	-6%	6%	0.2	-15%
CN(C)S(=O)(=O)c1ccc(N2CCCC2)c(C(=O)N2CCN(S(=O)(=O)c3ccc(F)cc3)CC2)c1	0%	-10%	0.2	5	8	7%	-12%	-0.5	-1%
O=C1Nc2ccccc2C1(O)Cc1ccncc1 (stereo not given)	-13%	7%[57.1 µM]	0.3	15	21	-1%	22%[57.1 µM]	0.2	5%
CCOC(=O)c1nnn(-c2nonc2N)c1-c1ccccc1Cl	-21%	1%	-1.1	2	6	-3%	11%	-0.3	15%
Cc1ccc(C(=O)N/C(=C/c2ccco2)C(=O)NC2CCS(=O)(=O)C2)cc1 (stereo not given)	-19%	0%	0.3	4	-5	-2%	-1%	0.3	0%
CCN(C(=N)N=C(N)N)c1ccccc1	-10%	3%	0.4	-8	6	5%	25%	-1.7	-1%
O=C(Nc1cc(S(=O)(=O)N2CCOCC2)ccc1N1CCCC1)c1ccccc1C(F)(F)F	-25%	-3%	/	/	/	2%	11%	/	4%
CC(C)OCCCNC(=O)CCCn1c(SCC(N)=O)nc2c(sc3ccccc32)c1=O	4%	0%	-0.2	15	/	0%	12%	-0.4	-7%
O=C(O)c1ccc(CSc2nc3ccc(NC(=O)c4ccccc4C(=O)O)cc3s2)cc1	-8%	6%[57.1 µM]	-0.1	2	9	?	10%[57.1 µM]	0.7	-7%
CC(C)C(OC(=O)c1nsc(Cl)c1Cl)C(=O)NC(C)(C)C (stereo not given)	-10%	1%	1.3	0	0	-3%	18%	-0.5	0%
O=C(Cc1n[nH]c(=O)c2ccccc12)OCC(=O)c1ccc2c(c1)OCCO2	-3%	-14%	0.4	-7	-6	18%	-23%	0.0	-5%
O=C(Nc1ccc(F)c(Cl)c1)c1cc(-c2ccco2)on1	2%	4%[0.457 µM]	0.3	19	-32	2%	-3%	0.4	8%
CCCOc1ccc(CSc2nc3ccccc3[nH]2)cc1	-27%	6%	0.1	-2	5	0%	9%	-0.3	0%
COc1ccc(-n2c(C)c(C)c3c(NCCO)ncnc32)cc1	-5%	14%[57.1 µM]	-0.2	1	-27	-19%	3%[57.1 µM]	0.9	1%
Cc1ccc2oc(=O)n(CC(=O)N3CCOCC3)c2c1	-18%	8%	-0.1	18	3	-2%	27%	-1.3	10%
COc1ccc(-c2c[n+](CC(=O)c3ccccc3)c3n2CCCCC3)cc1	-17%	-3%	1.2	1	6	1%	7%	0.3	-10%
O=C(Nc1cc(C(F)(F)F)ccc1N1CCOCC1)c1cccs1	-24%	-8%	0.2	6	-2	0%	6%[57.1 µM]	0.2	5%
Cc1c(-c2nsc(NC(=O)c3cccc(Cl)c3)n2)nnn1-c1ccccc1C(F)(F)F	-1%	-6%[57.1 µM]	0.5	2	/	14%	3%[57.1 µM]	0.6	-8%
CCOc1ccc(/C(O)=C2/C(=O)C(=O)N(c3ncccn3)C2c2ccc(C)cc2)cc1 (stereo not given)	4%	-4%[57.1 µM]	0.6	-2	-3	1%	3%[57.1 µM]	-1.0	2%
COC(=O)c1ccc(NC(=S)NCC2CC2)cc1	-9%	-1%	1.7	-3	-1	2%	?	0.1	6%
CC(C)c1ccc2[nH]c(O)c(N=NC(=O)c3cccc(S(=O)(=O)Nc4ccccc4Cl)c3)c2c1	-10%	-12%	-1.1	9	-8	3%	8%[57.1 µM]	-0.5	-10%
CCn1nnc2cc(C(=O)N(CCOC)CC(=O)Nc3cccc(C)c3C)ccc21	-14%	3%	0.4	0	-11	0%	4%	0.4	-3%
CC1CN(c2nc(N(C)c3ccccc3)nc(N)c2[N+](=O)[O-])CC(C)O1 (stereo not given)	-18%	-15%	-0.3	0	-4	-2%	-1%	0.0	0%
C=CCN1c2ccccc2[C@]23C[C@@H](C(=O)OC)N(C(=O)OCC)C2=NC(C(=O)OC)=C(C(=O)OC)[C@H]13	-26%	1%	/	/	/	-3%	5%	/	16%
Cc1c(C)c2ccc(OCC(=O)c3ccccc3)cc2oc1=O	-1%	2%	0.2	2	-7	3%	11%	-0.9	-2%
CCc1ccc(CN2CCC(Oc3ccc(C(=O)N4CCCCC4)cc3)CC2)cc1	-12%	7%	0.2	8	-8	2%	?	-0.2	0%
CCn1cc2nc(SCc3cccc(C)c3)n(CCc3ccccc3)c(=O)c2n1	-22%	-1%[57.1 µM]	1.8	-15	/	35%[activator]	16%[57.1 µM]	0.9	-10%

Screening data (PubChem)

Not all compounds are listed. The share of hits here may be higher or lower than overall.
